UPR CHOP act: activators of apoptotic arm of unfolded protein response (CHOP). CHO-CHOP luciferase reporter, UPR activation, luminescence; percent of tunicamycin response over DMSO baseline. activation, % at 10 µM. hit rate 0.34% among 330,000;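 active = at 10 µM dose, activation of 40% or more, normalized to positive control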;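 note: 100% = tunicamycin at 10 µg/mL and 0% = DMSO alone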
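Assay system: CHO cells with stable CHOP pathway luciferase reporter; Buffer or medium: F12 plus 10% serum; Times: 16-18 h cell attachment, then 6 h compound exposure, 37 °C; Signal: luciferase luminescence; Read-out basis: percent activation relative to tunicamycin control; Control set: tunicamycin high control, DMSO low control.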
CXCR6 inh: inhibitors of human CXCR6 receptor; CHO-K1 PathHunter CXCR6 beta-arrestin, luminescence; O00574; hit rate 0.36% among 360,000; inhibition, % at 20 µM; in the data active = inhibition above about 34%, passing the limit was not always enough;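 note: antagonist mode with CXCL16 agonist at 10 nM final; 0% = 10 nM CXCL16 with DMSO and 100% = unstimulated wells without agonist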
APJ agonist: agonists of human APJ apelin receptor | activation, % at 20 µM | hit rate 0.11% among 330,000 | AID 2520 | CHO-K1 APJ PathHunter beta-arrestin, luminescence; 0% DMSO wells, 100% apelin;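 active = activation more than six SD over the plate average, tested at 20 µM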;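 note: 0% = DMSO alone and 100% = apelin-13 at 10 nM; some results filed as inactive read as strong as hits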
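Assay system: engineered CHO-K1 APJ arrestin reporter cells; Amount: 1000 CHO-K1 reporter cells seeded per well; Dosing: one dose, 20 µM compound, 1% DMSO; Times: compound stimulation 90 min at 25 °C, detection 60 min; Measured by: luminescent beta-gal fragment complementation, chemiluminescent substrate; Read-out: APJ–arrestin association signal; Controls: DMSO vs Apelin-13 10 nM.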
CCR6 antag: blocks CCL20-driven beta-arrestin recruitment at human CCR6; P51684; CHO-K1 CCR6 PathHunter beta-arrestin, luminescence, CCL20-stimulated; inhibition, % at 20 µM; hit rate 0.49% among 340,000;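 active = compounds whose inhibition of the agonist-driven luminescence signal at 20 µM reaches about 50%, limit read from the data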;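 note: cells stimulated with CCL20 at 14 nM final; plate controls were DMSO with CCL20 for no effect and DMSO without agonist for full effect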
APJ antagonist: antagonists of human APJ apelin receptor | CHO-K1 APJ beta-arrestin complementation, luminescence | hit rate 0.32% among 330,000 | AID 2521 | inhibition, % at 20 µM;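 active = inhibition above about 40% at 20 µM, limit read from the data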;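 note: cells challenged with 10 nM apelin-13 agonist together with compound; plate controls were apelin-13 plus DMSO wells for no effect and DMSO wells lacking apelin-13 for full effect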
Mdm2-MdmX inh: disrupts the human Mdm2-MdmX interaction; O15151+Q00987; SaOS-2 split-luciferase Mdm2/MdmX complementation, luminescence; inhibition, % at 8 µM; hit rate 3% among 330,000; AID 485346;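 active = inhibition of at least 50% at 8 µM in the primary screen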
Target sequence (O15151 whole entry, looked up): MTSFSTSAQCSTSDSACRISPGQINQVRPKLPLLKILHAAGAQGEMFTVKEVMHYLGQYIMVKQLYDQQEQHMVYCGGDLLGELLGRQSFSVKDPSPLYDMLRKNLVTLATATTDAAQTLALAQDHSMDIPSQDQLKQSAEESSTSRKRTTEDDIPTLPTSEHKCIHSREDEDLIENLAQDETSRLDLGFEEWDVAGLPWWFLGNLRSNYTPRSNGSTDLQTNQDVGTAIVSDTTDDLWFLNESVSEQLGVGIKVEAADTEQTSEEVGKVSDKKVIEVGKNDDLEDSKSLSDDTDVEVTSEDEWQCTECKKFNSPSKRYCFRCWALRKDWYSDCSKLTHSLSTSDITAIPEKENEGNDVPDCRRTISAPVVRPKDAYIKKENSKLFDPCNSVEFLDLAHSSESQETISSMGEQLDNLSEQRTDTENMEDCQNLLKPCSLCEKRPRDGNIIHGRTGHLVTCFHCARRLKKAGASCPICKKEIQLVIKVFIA
Target sequence (Q00987 whole entry, looked up): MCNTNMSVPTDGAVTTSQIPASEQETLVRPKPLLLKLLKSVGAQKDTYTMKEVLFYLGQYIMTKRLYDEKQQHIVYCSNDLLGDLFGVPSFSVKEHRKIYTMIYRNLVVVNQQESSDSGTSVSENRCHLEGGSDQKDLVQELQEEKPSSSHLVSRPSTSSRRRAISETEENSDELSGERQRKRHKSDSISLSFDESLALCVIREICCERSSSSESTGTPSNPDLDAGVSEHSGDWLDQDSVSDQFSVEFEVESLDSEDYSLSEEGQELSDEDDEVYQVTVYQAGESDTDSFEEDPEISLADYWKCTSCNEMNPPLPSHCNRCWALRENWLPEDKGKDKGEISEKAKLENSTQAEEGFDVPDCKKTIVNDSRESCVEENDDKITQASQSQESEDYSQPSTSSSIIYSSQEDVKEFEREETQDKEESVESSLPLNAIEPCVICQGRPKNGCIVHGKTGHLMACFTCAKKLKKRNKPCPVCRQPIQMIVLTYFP
UPR XBP1 act: adaptive UPR (XBP1) activation; activation, % at 20 µM; CHO-XBP1 luciferase reporter, IRE1-XBP1 UPR activation, luminescence; percent of tunicamycin response, DMSO as zero; AID 463104; hit rate 0.33% among 330,000;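 active = versus positive control, 20 µM dose yields 30% or more activation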;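 note: 100% = tunicamycin at 10 µg/mL and 0% = DMSO only wells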
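Signal: luciferase luminescence; Assay system: CHO-XBP1 luciferase reporter cells; Amount: one thousand reporter cells per well; Dosing: 20 µM single concentration, DMSO 1%; Benchmarks: high control tunicamycin 10 µg/mL final, low control DMSO vehicle only; Schedule: 6 h compound exposure at 37 °C, 5% CO2; Evaluation: percent activation relative to tunicamycin reference.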
tim23-1 inh: growth inhibitors of tim23-1 mutant yeast. S. cerevisiae tim23-1 growth, BacTiter-Glo luminescence, 24 h. inhibition, % at 20 µM. hit rate 1.3% among 330,000;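 active = growth inhibition of the mutant yeast at or above 50%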;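 note: temperature-sensitive mutant grown at 25 °C; plate controls were DMSO-treated mutant yeast for no effect and medium wells lacking yeast for full effect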
EBI2 block: EBI2 (human) antagonism; P32249; inhibition, % at 5 µM; EBI2 beta-arrestin recruitment, luminescence, 7a,25-OHC stimulated; AID 651636; hit rate 0.81% among 360,000; in the data active = inhibition above about 38%;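 note: enzyme fragment complementation signal reports receptor beta-arrestin coupling in cells; 0% = agonist plus DMSO wells and 100% = wells without agonist; some results beyond the cut were filed as inactive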
* hit, by the source's call.

No.	structure	UPR CHOP act	CXCR6 inh	APJ agonist	CCR6 antag	APJ antagonist
1	CCOC(=O)N1CCN(C(=O)C2CCC(=O)N2C(C)C)CC1 (configuration not stated)	0.8	4	-5	-5	2
2	Nc1ccc(NC(=O)c2ccccc2)c2c1C(=O)c1ccccc1C2=O	0.5	6	3	12	-25
3	COc1cc(C)nc(N(Cc2ccccc2)S(=O)(=O)c2ccc(C)cc2)n1	-1.6	8	-4	12	-6
4	Cc1cccc(OCCSc2nc3c([nH]2)c(=N)ncn3Cc2ccccc2)c1	1.1	-2	-1	-11	0
5	CC1(C)CC2CC(C)(CN2C(=O)CN2C(=O)c3ccccc3C2=O)C1 (configuration not stated)	-0.6	4	-6	16	-3
6	CCc1c(O)cc2n(c1=O)-c1ccccc1C2(C)C	-2.5	0	2	10	-6
7	CCOc1ccc(C(=O)N2CCN(CCc3ccccc3)CC2)cc1OCC	1.1	-2	-3	7	14
8	CCNc1nc(NCC)n2c(SCC(=O)N(CC)C3CCCCC3)nnc2n1	1.1	0	-1	-10	-13
9	O=C(CNC(=O)c1ccc(Cl)cc1)OCCN1C(=O)c2ccccc2C1=O	-1.2	3	-2	4	5
10	Cc1ccc(-c2cc(-c3ccccc3)nc(NN)n2)cc1	-1.6	29	-15	64*	78*
11	CN(C)CCCN(C(=O)c1cc2ccccc2oc1=O)c1nc2c(F)cccc2s1	0.1	3	0	11	3
12	CC1(C)Cc2c(cnn2-c2ccccc2)C(NC(=O)C2(C(N)=O)CC2)C1 (configuration not stated)	-3.0	-6	-2	1	3

No.	Mdm2-MdmX inh	UPR XBP1 act	tim23-1 inh	EBI2 block
1	12	-2	-15	-7
2	52*	32*	-7	11
3	-2	0	31	21
4	-14	-4	5	38
5	28	0	15	-5
6	4	0	21	-9
7	7	-4	14	3
8	-10	1	11	1
9	-2	-5	-11	-13
10	44	-2	48	11
11	15	-1	-3	-6
12	18	-2	3	-12

In a second layout: results already given
Results follow in this order: UPR CHOP act | CXCR6 inh | APJ agonist | CCR6 antag | APJ antagonist | Mdm2-MdmX inh | UPR XBP1 act | tim23-1 inh | EBI2 block
5	CC1(C)CC2CC(C)(CN2C(=O)CN2C(=O)c3ccccc3C2=O)C1 (configuration not stated)
→ -0.6 | 4 | -6 | 16 | -3 | 28 | 0 | 15 | -5
6	CCc1c(O)cc2n(c1=O)-c1ccccc1C2(C)C
→ -2.5 | 0 | 2 | 10 | -6 | 4 | 0 | 21 | -9
7	CCOc1ccc(C(=O)N2CCN(CCc3ccccc3)CC2)cc1OCC
→ 1.1 | -2 | -3 | 7 | 14 | 7 | -4 | 14 | 3
8	CCNc1nc(NCC)n2c(SCC(=O)N(CC)C3CCCCC3)nnc2n1
→ 1.1 | 0 | -1 | -10 | -13 | -10 | 1 | 11 | 1
9	O=C(CNC(=O)c1ccc(Cl)cc1)OCCN1C(=O)c2ccccc2C1=O
→ -1.2 | 3 | -2 | 4 | 5 | -2 | -5 | -11 | -13
10	Cc1ccc(-c2cc(-c3ccccc3)nc(NN)n2)cc1
→ -1.6 | 29 | -15 | 64* | 78* | 44 | -2 | 48 | 11
11	CN(C)CCCN(C(=O)c1cc2ccccc2oc1=O)c1nc2c(F)cccc2s1
→ 0.1 | 3 | 0 | 11 | 3 | 15 | -1 | -3 | -6
12	CC1(C)Cc2c(cnn2-c2ccccc2)C(NC(=O)C2(C(N)=O)CC2)C1 (configuration not stated)
→ -3.0 | -6 | -2 | 1 | 3 | 18 | -2 | 3 | -12

The list goes on:
No.	structure	UPR CHOP act	CXCR6 inh	APJ agonist	CCR6 antag	APJ antagonist
13	Cc1ccc(S(=O)(=O)N2[C@@H](c3ccc(F)cc3)C(C(=O)O)=CC[C@H]2c2cccs2)cc1	-2.1	3	6	-3	19
14	Cc1cccc(OCC(=O)N2CCC(c3ccccc3)C2)c1 (configuration not stated)	4.1	1	1	-9	-3
15	COc1ccc(NC(=O)CN(C)CC(=O)Nc2sc3c(c2C#N)CCC3)cc1	-0.9	-2	-3	2	14
16	N=c1c2c(-c3ccccc3)c(-c3ccccc3)n(Cc3ccco3)c2ncn1CCO	0.2	5	-9	24	13
17	CN1CCN(c2ccc(NC(=O)c3ccc(Cl)cc3)cn2)CC1	0.8	3	-1	1	12
18	O=C(CN1C(=O)/C(=C/c2cccc(Br)c2)SC1=S)N1CCCC1	1.3	-4	2	3	1
19	O=C1C2C3C=CC(C4CC34)C2C(=O)N1/N=C/c1ccc(-c2ccc(F)cc2[N+](=O)[O-])o1 (configuration not stated)	4.4	-20	2	8	-4
20	COc1ccc(-c2nc3scc(-c4ccccc4)n3n2)cc1	3.0	1	1	-1	6
21	C(=N\N=C\c1cccs1)/c1cccs1	0.9	-10	1	-4	-8
22	CCCCC(CC)C1OCC(CN2CCCC2)O1 (configuration not stated)	-0.7	7	-1	5	-5
23	CCN(CC)c1ncnc2sc3c(c12)CCC3	-3.0	4	0	9	12
24	COc1cccc(/C(N)=N/OC(=O)Cc2ccccc2[N+](=O)[O-])c1	4.1	1	4	-12	-26

No.	Mdm2-MdmX inh	UPR XBP1 act	tim23-1 inh	EBI2 block
13	4	1	-3	1
14	-55	0	13	46*
15	-10	2	16	6
16	82*	2	36	22
17	-18	2	-6	3
18	62*	-4	-14	3
19	-3	0	31	-5
20	28	5	3	8
21	-47	3	37	-1
22	-5	-3	-9	-1
23	33	2	34	8
24	-22	0	31	-6

Additional records
No.	structure	UPR CHOP act	CXCR6 inh	APJ agonist	CCR6 antag	APJ antagonist
25	CCN1C(=C(C#N)C#N)C=Cc2ccccc21	0.9	-6	0	-2	-3
26	NC(=O)C1=C[C@@H](c2ccccc2)C[C@@H](OCCCCO)O1	1.0	1	6	-2	5
27	CCCC(NCC(=O)Nc1ccccc1C(=O)NC1CC1)c1ccccc1 (configuration not stated)	-0.9	-16	5	5	8
28	O=C(Nc1cccc(Cl)c1)N1CCN(C2c3ccccc3-c3ccccc32)CC1	1.2	6	2	-8	-14
29	COC(=O)c1ccccc1NC(=O)c1ccc2c(c1)OCCO2	2.0	-1	9	6	6
30	c1ccc(NCCCNc2ccccc2)cc1	11	0	-1	9	-6
31	O=C(Nc1ccc(Cl)cc1)Nc1ccc(C(=O)N2CCOCC2)cc1	0.3	-13	-2	-11	9
32	COc1cccc2c1cc1c(=O)n(CC(=O)NCCCN3CCN(C)CC3)nc(C)n12	-0.2	4	2	0	20
33	COc1ccc(C2=NS(=O)(=O)N(C)C(C(=O)NC3CCCC3)=C2)cc1	5.5	8	-2	4	-5
34	Oc1ccc(/C=N/NC(=S)NCC2CCCO2)cc1 (configuration not stated)	-0.4	-2	-1	7	-1
35	COc1ccc(C(=O)/C=C/c2ccc(OC)cc2OC)c(O)c1	5.1	7	-6	22	14
36	COc1ccc(N(C(=O)Cn2nnc(-c3ccc(F)cc3)n2)C(C)C(=O)NC2CCCC2)cc1OC (configuration not stated)	1.6	-7	-3	6	7

No.	Mdm2-MdmX inh	UPR XBP1 act	tim23-1 inh	EBI2 block
25	1	1	37	-7
26	-12	2	20	-12
27	14	-2	23	-5
28	18	-4	9	22
29	-1	0	4	3
30	23	0	10	17
31	9	0	12	5
32	-4	1	1	-14
33	17	0	8	7
34	0	0	9	1
35	-137	-1	11	34
36	7	-5	3	5

(next part)
No.	structure	UPR CHOP act	CXCR6 inh	APJ agonist	CCR6 antag	APJ antagonist
37	O=C(NNC(=S)Nc1ccccc1C(F)(F)F)c1cccnc1	-0.1	10	-4	30	6
38	CC(NC(=O)CCN1C(=O)c2ccccc2S1(=O)=O)c1ccccc1 (configuration not stated)	-0.5	-4	-4	3	6
39	Cc1oc(-c2ccccc2Cl)nc1CSCC(=O)N1CCCC1	-0.4	-9	-3	2	12
40	COCCN1C(=O)/C(=C/c2ccc(Oc3ccc([N+](=O)[O-])cn3)c(OC)c2)SC1=Nc1ccccc1	0.7	1	-3	-3	-1
41	COc1ccc(/C=N/NC(=O)c2cccc(NC(=O)c3ccccc3Cl)c2)cc1	0.0	-1	3	12	-10
42	CCN(CC(=O)Nc1cccc(C(C)=O)c1)S(=O)(=O)c1ccccc1	-0.9	3	1	-2	10
43	COc1ccc(OCc2cc(C(=O)NCC(C)(C)N3CCOCC3)no2)c(Cl)c1	2.2	2	13	18	-13
44	Cc1ccnc(NC(=O)CCC(=O)N(CC(=O)NCc2ccc(F)cc2)Cc2ccccc2)c1	-0.4	-4	1	14	1
45	Brc1ccc(-c2nnc3sc(CNCc4ccc5c(c4)OCO5)cn23)cc1	-0.6	0	-1	8	15
46	COc1cc(C(=S)N2CCCCC2)ccc1O	-2.6	-9	-8	15	11
47	CN(CC(=O)Nc1cccc(F)c1)C(=O)COc1cccc2c1OC(C)(C)C2	-0.8	5	7	11	11
48	Cc1c(CCC(=O)N2CCC(C(=O)O)(c3ccccc3)CC2)c(=O)oc2cc3oc4c(c3cc12)CCCC4	-3.9	-5	-4	-16	2

No.	Mdm2-MdmX inh	UPR XBP1 act	tim23-1 inh	EBI2 block
37	-2	-2	2	2
38	15	-2	14	-7
39	78*	1	19	-13
40	19	-1	-3	7
41	42	-2	11	-3
42	-27	-3	18	5
43	15	-2	23	8
44	30	-1	12	12
45	-19	5	19	36
46	32	0	11	-14
47	-17	2	9	1
48	-25	-6	21	-7

Continued:
No.	structure	UPR CHOP act	CXCR6 inh	APJ agonist	CCR6 antag	APJ antagonist
49	CC(Nn1cnnc1)c1cc(Cl)ccc1O (configuration not stated)	-0.3	-6	0	-8	-5
50	CCn1c(C)nnc1SCC(=O)Nc1ccc(Cl)cc1	-0.7	2	-4	10	-17
51	Cc1cc2c(=O)n(C)c(SCC(=O)NC3CCCC3)nc2s1	0.9	3	0	-4	20
52	CC(=O)c1ccc(NC(=O)CSCC(=O)Nc2ccc3ccccc3c2)cc1	-0.8	-12	-6	-2	-2
53	Cc1noc(C)c1COc1ccc(C(=O)OCC(=O)N2CC(=O)Nc3ccccc32)cc1	-0.1	5	0	-3	-9
54	Cc1ccc(C)c(NC(=O)C2C3C=CC(O3)C2C(=O)O)c1 (configuration not stated)	0.9	-7	-3	-4	14
55	Cc1ccccc1OCCC(=O)Nc1ccc(Cl)cc1F	-0.5	-1	1	0	-9
56	O=C(COC(=O)/C=C/c1cccc(C(F)(F)F)c1)NC(=O)NCc1ccccc1	1.2	-1	6	2	9

No.	Mdm2-MdmX inh	UPR XBP1 act	tim23-1 inh	EBI2 block
49	-6	-2	-5	5
50	9	0	6	-11
51	14	2	22	5
52	5	-1	-8	-13
53	-19	-1	22	5
54	-22	-2	9	-8
55	21	-1	37	5
56	9	-1	-1	-8

Screening data deposited in PubChem by Sanford-Burnham Center for Chemical Genomics.

Not all compounds are listed; count on the stated rates, not on these rows.
